# cln2 rad14 = NCI yeast anticancer drug screen, S. cerevisiae cln2 rad14 strain | AID 165 | 8.3% of 78,000 active | % growth inhibition at 50 µM;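 further: 0% = growth of vehicle-only cultures of the same strain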
#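 Test compounds were added to cln2 rad14 yeast cultures; inhibition of growth was then determined by comparison with vehicle treatment.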
# sgs1 mgt1 = NCI yeast anticancer drug screen, S. cerevisiae sgs1 mgt1 strain; % growth inhibition at 50 µM; 10% of 78,000 active;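 further: 0% = growth of vehicle-only cultures of the same strain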
#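 Read-out: growth inhibition vs vehicle controls. Cells: mutant yeast strain deficient in DNA damage repair.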
# yeast rad50 = NCI yeast anticancer drug screen, S. cerevisiae rad50 strain. 10% of 79,000 active. AID 155. % growth inhibition at 50 µM;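 further: 0% = growth of vehicle-only cultures of the same strain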
#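 Yeast carrying a defined DNA repair defect were exposed to test compounds, and growth was compared with vehicle-treated controls to give percent inhibition.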
# yeast bub3 = NCI yeast anticancer drug screen, S. cerevisiae bub3 mutant strain; growth inhibition, % at 50 µM; 9.9% of 78,000 active;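 further: 0% = growth of vehicle-only cultures of the same strain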
#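 Readout: yeast growth inhibition, expressed relative to vehicle-only wells. The test organism is a mutant strain from a panel with lesions in DNA repair or checkpoint genes.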
# mlh1 rad18 = NCI yeast anticancer drug screen, S. cerevisiae mlh1 rad18 strain; AID 175; 11% of 79,000 active; growth inhibition, % at 50 µM;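 further: 0% = growth of vehicle-only cultures of the same strain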
#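 Vehicle-treated cultures served as the reference for growth inhibition in a yeast strain carrying DNA damage repair alterations exposed to each compound.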
# mec2-1 = NCI yeast anticancer drug screen, S. cerevisiae mec2-1 strain; % growth inhibition at 50 µM; 9% of 79,000 active;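 further: 0% = growth of vehicle-only cultures of the same strain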
#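 Test agents were screened against the mec2-1 yeast strain, with defined DNA repair or cell cycle alteration. Growth was scored as inhibition against vehicle-only controls.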
# Numbers without * were called inactive; & = joins results of further samples; ! = not active in a repeat. No stated cut-off is given here; in the data, active means growth inhibition above about 70%; inactive means the rest. Hits appear at their usual frequency; about 14% have a hit in one of these screens.
# Screens by letter: A = cln2 rad14; B = sgs1 mgt1; C = yeast rad50; D = yeast bub3; E = mlh1 rad18; F = mec2-1
> CC1=CC(C)(C)NC(=S)N1c1ccc(O)cc1
  A: -24.8; B: 11.3; C: 0.0; D: 6.8; E: 15.8; F: -14.8
> CC(C)(C)c1ccc(OC(=O)Nc2ccc(Cl)cc2[N+](=O)[O-])c(Br)c1
  A: 90.8*; B: 68.5; C: 33.0; D: 20.1; E: 77.5*; F: 64.2
> Cn1c(=O)c(C2c3ccccc3Oc3c2c(=O)n(C)c2ccccc32)c(O)c2ccccc21 (centres undefined)
  A: 33.5; B: 27.3; C: 42.0; D: 31.1; E: 31.7; F: 44.6
> Cc1[nH]c2ccccc2c1/C(=C/C(=O)c1ccccc1)c1ccccc1
  A: -10.9; B: 3.0; C: 4.0; D: 1.4; E: 13.4; F: -11.1
> CC(C)c1cc(CN(C)C)c(O)c(C(C)(C)C)c1
  A: -40.0; B: -43.5; C: -25.4; D: -14.3; E: -8.3; F: 23.2
> Cc1cccc(C)c1NC(=O)CCc1nnc2s/c(=C\c3ccc(N(C)C)cc3)c(=O)n12
  A: 0.1; B: 25.6; C: 29.8; D: 4.8; E: 10.3; F: 30.1
> [N-]=[N+]=NC12CC3C4CC5CC3C(C1)C(C5)C4C2
  A: 10.2; B: -6.7; C: 10.3; D: -6.2; E: -8.4; F: 0.6
> COc1ccc(C(=O)c2ccccc2)cc1OC
  A: -21.4; B: -4.2; C: 3.0; D: -1.2; E: -7.8; F: 13.8
> COc1cccc(C2c3cc4c(cc3OC(Nc3ccccc3)C2C)OCO4)c1OC (centres undefined)
  A: 3.4; B: -28.1; C: -28.4; D: -36.9; E: -21.4; F: 6.2
> OCCSCCCCCSCCO
  A: -2.1; B: -7.3; C: -2.6; D: -7.4; E: -15.3; F: -7.7
> CC(=O)NC(Cc1ccccc1)c1ccccc1 (centres undefined)
  A: 12.8; B: 11.1; C: 17.1; D: 21.6; E: 10.8; F: -8.2
> CN(C)C(=NN=C(N(C)C)N(C)C)N(C)C
  A: -39.0; B: 0.1; C: 12.2; D: -5.8; E: 1.5; F: -4.2
> CN(C)C(SCc1ccccc1)=[N+](C)C
  A: -6.5; B: 8.8; C: 12.8; D: -2.8; E: -4.7; F: 4.5
> O=[N+]([O-])c1cccc(CC(=S)N2CCOCC2)c1
  A: -39.8; B: -8.9; C: 14.4; D: -2.3; E: 6.6; F: -3.8
> CN(C)c1ccc(/C=C/c2ccnc3ccccc23)cc1
  A: -15.1; B: 92.3*; C: 78.1*; D: 91.5*; E: 89.1*; F: 84.5*
> Cc1ccc(N2C(=O)CSC2=S)cc1F
  A: 8.2; B: 47.4; C: 1.6; D: 5.6; E: 10.7; F: 6.5
> C=CCNC(=S)Nc1sc(C)c(C)c1C(=O)OCC
  A: -19.9; B: -6.7; C: -22.8; D: -16.1; E: -2.4; F: 0.2
> Cc1cc(C2C(O)C(c3cc(C)on3)C2(C)O)no1 (centres undefined)
  A: -24.1; B: 62.6; C: 72.2*; D: 8.1; E: 50.2; F: 38.5
> O=C(Sc1ccccc1)C1OC12CCCCC2 (centres undefined)
  A: -8.1; B: 63.8; C: 50.5; D: 8.8; E: 50.1; F: 31.2
> CC(C)(C)C(=O)Oc1ccc(/C=C/C(=O)c2ccc(OC(=O)C(C)(C)C)cc2)cc1
  A: -20.9; B: -28.0; C: -5.5; D: -22.9; E: -24.4; F: -20.9
> C=CC[N+]12CC=C3COC(=O)C(C)(O)C(C)(O)C(C)C(=O)OC(CC1)C32 (centres undefined)
  A: -25.9; B: 0.4; C: 0.4; D: -3.5; E: -5.7; F: -0.2
> Cn1cnc2cc([N+](=O)[O-])ccc21
  A: -24.6; B: -32.2; C: -9.6; D: -9.6; E: 8.8; F: -8.0
> CC1(C)C=C(S(=O)(=O)c2ccccc2)Oc2ccccc2O1
  A: 9.2; B: 24.2; C: 15.3; D: 47.8; E: 31.9; F: 8.0
> Oc1cccc2c(O)cccc12
  A: -9.6; B: 26.4; C: 0.6; D: 25.5; E: 32.8; F: 22.8
> CC(=O)O[C@@H]1[C@@H](C)[C@]2(CC(c3ccoc3)OC2O)C2CCC3O[C@]3(C)[C@]2(C)[C@@H]1OC(C)=O (some centres undefined)
  A: -12.2; B: -42.6; C: -16.0; D: -39.5; E: -28.4; F: -20.1

# Reformatted: 13 of the compounds above.
SMILES | cln2 rad14 | sgs1 mgt1 | yeast rad50 | yeast bub3 | mlh1 rad18 | mec2-1
CC1=CC(C)(C)NC(=S)N1c1ccc(O)cc1 | -24.8 | 11.3 | 0.0 | 6.8 | 15.8 | -14.8
CC(C)(C)c1ccc(OC(=O)Nc2ccc(Cl)cc2[N+](=O)[O-])c(Br)c1 | 90.8* | 68.5 | 33.0 | 20.1 | 77.5* | 64.2
Cn1c(=O)c(C2c3ccccc3Oc3c2c(=O)n(C)c2ccccc32)c(O)c2ccccc21 (centres undefined) | 33.5 | 27.3 | 42.0 | 31.1 | 31.7 | 44.6
Cc1[nH]c2ccccc2c1/C(=C/C(=O)c1ccccc1)c1ccccc1 | -10.9 | 3.0 | 4.0 | 1.4 | 13.4 | -11.1
CC(C)c1cc(CN(C)C)c(O)c(C(C)(C)C)c1 | -40.0 | -43.5 | -25.4 | -14.3 | -8.3 | 23.2
Cc1cccc(C)c1NC(=O)CCc1nnc2s/c(=C\c3ccc(N(C)C)cc3)c(=O)n12 | 0.1 | 25.6 | 29.8 | 4.8 | 10.3 | 30.1
[N-]=[N+]=NC12CC3C4CC5CC3C(C1)C(C5)C4C2 | 10.2 | -6.7 | 10.3 | -6.2 | -8.4 | 0.6
COc1ccc(C(=O)c2ccccc2)cc1OC | -21.4 | -4.2 | 3.0 | -1.2 | -7.8 | 13.8
COc1cccc(C2c3cc4c(cc3OC(Nc3ccccc3)C2C)OCO4)c1OC (centres undefined) | 3.4 | -28.1 | -28.4 | -36.9 | -21.4 | 6.2
OCCSCCCCCSCCO | -2.1 | -7.3 | -2.6 | -7.4 | -15.3 | -7.7
CC(=O)NC(Cc1ccccc1)c1ccccc1 (centres undefined) | 12.8 | 11.1 | 17.1 | 21.6 | 10.8 | -8.2
CN(C)C(=NN=C(N(C)C)N(C)C)N(C)C | -39.0 | 0.1 | 12.2 | -5.8 | 1.5 | -4.2
CN(C)C(SCc1ccccc1)=[N+](C)C | -6.5 | 8.8 | 12.8 | -2.8 | -4.7 | 4.5

# Later entries:
# Screens by letter: A = cln2 rad14; B = sgs1 mgt1; C = yeast rad50; D = yeast bub3; E = mlh1 rad18; F = mec2-1
> Cc1ccc(N=C2SC(c3ccc(C)cc3)(c3ccc(C)cc3)c3ccccc32)cc1
  A: -4.8; B: -3.9; C: -35.0; D: -7.2; E: -16.1; F: 11.2
> COC(=O)c1ccccc1Br
  A: -22.1; B: 3.4; C: -1.7; D: -3.8; E: 6.5; F: 7.8
> Cc1ccc(C(=O)N2CCCCC2)cc1N=NN(C)C
  A: 14.3; B: -25.6; C: 0.1; D: -17.6; E: -21.1; F: -25.5
> Cc1cccc2[nH]c3c(c(O)cc4[nH]c5cccc(C)c5c(=O)c43)c(=O)c12
  A: -50.6; B: -32.7; C: -46.4; D: 5.3; E: -13.3; F: -23.9
> NC(=O)N/N=C/c1ccc([N+](=O)[O-])s1
  A: -39.0; B: 1.8; C: -29.6; D: -6.9; E: -8.5; F: -0.8
> CCCCCCCCCCCCCCCCCCCCCCCCCCCC
  A: -21.2; B: -16.0; C: -8.5; D: -4.5; E: -22.9; F: -10.1
> Brc1cccc(C2ON=C(c3ccccc3)N2C23CC4CC(CC(C4)C2)C3)c1 (centres undefined)
  A: -14.7; B: -1.8; C: 2.2; D: -7.5; E: -7.7; F: -7.5
> O=[N+]([O-])c1ccc(/C=C2/c3ccccc3-c3nc4ccccc4cc32)cc1
  A: -2.6; B: -2.9; C: 21.9; D: 7.3; E: 20.8; F: -2.5
> CSCC(N)C(=O)O (centres undefined)
  A: -28.1; B: -0.1; C: -11.9; D: -34.0; E: -4.8; F: 2.9
> O=c1[nH]c2cc([N+](=O)[O-])ccc2nc1/C(=N/Nc1ccccc1)C(O)c1ccc(Cl)cc1Cl (centres undefined)
  A: -20.2; B: -11.6; C: 41.0; D: -7.3; E: 34.7; F: 3.6
> CC(=O)NS(=O)(=O)c1ccc(N=C=S)cc1
  A: -19.4; B: -12.8; C: -7.2; D: -2.9; E: -1.1; F: 1.9
> CCN(CC)CCCCO
  A: 16.9; B: 11.7; C: 20.3; D: -2.6; E: 12.2; F: 14.8
> CCCCNC(=O)C(CCCC)C(CCC)(CCC)CCCC (centres undefined)
  A: -35.8; B: -16.5; C: -21.4; D: 55.3; E: 3.5; F: -13.0
> O=c1[nH]c2cc([N+](=O)[O-])ccc2nc1/C=C(\O)c1ccc([N+](=O)[O-])cc1
  A: -15.9&34.0; B: 82.1*!; C: -3.6&54.2; D: 5.8&4.8; E: -1.4&68.4; F: -6.3&16.1
> C1=Nc2ccccc2C=Nc2ccccc2C=Nc2ccccc2C=Nc2ccccc21.[Cl-].[Pt+2]
  A: 60.0; B: 76.8*; C: 85.0*; D: 74.7*; E: 81.4*; F: 82.2*
> CC(=O)Oc1cc2nc3ccccc3nc2cc1N(C)C
  A: 32.0; B: 31.8; C: 58.5; D: 27.2; E: 51.5; F: 40.9
> CC(C)/C(Cl)=N/OC(=O)Nc1ccc(Br)cc1
  A: 24.1; B: 90.5*; C: 34.6; D: 69.3; E: 81.8*; F: 47.5
> CNCc1cccc(C)n1
  A: 6.5; B: -13.1; C: -4.2; D: -8.2; E: 8.7; F: -11.2
> CC1(C)C/C(=C/c2ccccc2)C(=O)O1
  A: -31.5; B: -3.5; C: -14.6; D: -4.0; E: -19.3; F: -7.0
> NC(=S)N/N=C/c1noc(-c2ccccc2)n1
  A: -22.3; B: 3.5; C: 0.7; D: 1.4; E: -6.1; F: -0.3
> CCCCCCCCCCCCCCCCCCNC(=O)N1CCCCC1C (centres undefined)
  A: -24.1; B: -14.7; C: 10.2; D: -3.9; E: 14.3; F: -3.9
> COc1ccc(C(=O)C2=C(C)Nc3ccc(Br)cc3S2)cc1
  A: -3.4; B: -4.7; C: 4.5; D: -0.3; E: 12.4; F: 14.1
> CN(C)NC1=NS(=O)(=O)c2cc3c(=O)n(C)[nH]c3cc2S1
  A: -39.6; B: -15.2; C: -10.4; D: -16.7; E: -9.8; F: -14.3
> CCOC(=O)/C(O)=C\c1cc(Br)c(OC)cc1[N+](=O)[O-]
  A: 9.6; B: 58.4; C: 54.6; D: 30.8; E: 64.0; F: 49.7
> CCCCCCCCN(C)N=Nc1ccc(C(N)=O)cc1
  A: 27.3; B: 33.7; C: 7.8; D: 45.6; E: -2.8; F: 8.9
> CC1=NCCN1CCc1ccccc1
  A: 6.5; B: -7.7; C: 13.5; D: -1.9; E: 34.0; F: 15.8
> CCCCCCCN1C(=O)C(O)(c2ccc(C3(O)C(=O)N(CCCCCCC)c4ccccc43)s2)c2ccccc21 (centres undefined)
  A: 10.2; B: 4.9; C: 9.3; D: 9.7; E: 14.6; F: 10.9
> C/C(=N\S(=O)(=O)c1cccc([N+](=O)[O-])c1)OCC(C)C
  A: -59.0; B: 19.4; C: 6.8; D: 5.9; E: 9.8; F: -10.9
> C=Cc1nnnn1C
  A: 10.3; B: -5.8; C: 7.5; D: 10.4; E: 10.8; F: 16.2
> O=C(NC(CCS(=O)(=O)n1ccnc1)C(=O)OCc1ccccc1)OCc1ccccc1 (centres undefined)
  A: 11.2; B: -18.2; C: 12.7; D: -4.7; E: 1.6; F: -5.0
> O=S(=O)(NC1c2ccccc2Oc2ccccc21)c1ccc2ccccc2c1
  A: 19.1; B: 16.6; C: 28.4; D: 9.7; E: 39.7; F: 11.1
> COc1ccc(-c2c3c(n(C4OC(CO)C(O)C(O)C4O)c(=S)c2C#N)CCC3)cc1 (centres undefined)
  A: 28.5; B: 19.9; C: 38.2; D: 23.6; E: 23.1; F: 24.4
> CCN(CC)C(=S)N1C(=O)C2C3CCC(O3)C2C1=O (centres undefined)
  A: 6.8; B: 13.2; C: 19.1; D: 28.2; E: -11.2; F: 11.9

# Assay outcomes from PubChem.
